Assay outcomes as filed in PubChem.
RGS4 inhibitor: Inhibitors of Regulator of G Protein Signaling (RGS) 4: qHTS; actives 0.039% (n = 390,000); Transcreener GDP fluorescence polarization, RGS4-accelerated GTP hydrolysis; AID 504845, 2011; Regulator of G-protein signaling 4 (Homo sapiens), P49798; Potency, µM (series often up to 114 µM), for the others: at the highest dose activity change, negative = inhibition, most hits filed as inhibitors; also: % is scaled to controls: 0 for no effect and ±100 for the full control effect; nearly all actives have a fitted effect of over 75% in size; some results filed as inactive show a strong effect at the top dose
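MLSMR compounds (23 nl, pin-transferred) preincubated 10 min at room temperature with a 500nM (2x) first reagent, then RGS4 at 900nM (2x) plus Transcreener GDP mix added; fluorescence polarization (620/688 nm) read before and after 90 min at 30 °C.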
USP1-UAF1 inh: Inhibitors of USP1/UAF1: Primary Screen. Ubiquitin carboxyl-terminal hydrolase 1 (Homo sapiens), O94782. recombinant USP1/UAF1, Ub-Rhodamine cleavage fluorescence. Potency, µM (top dose mostly 57.1 µM), without a hit: at the highest dose activity change, negative = inhibition, hits mostly inhibitors. actives 0.23% (n = 390,000). AID 743255, 2014; also: % is scaled to controls: 0 for no effect and ±100 for the full control effect; nearly all actives have a fitted effect of over 60% in size; inactives centre near -12
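USP1/UAF1 complex at 1 nM was preincubated with compound for 15 min at room temperature, then Ub-Rho substrate (150nM final) was added. Fluorescence (480/540 nm) was read kinetically, 6 reads every 60 seconds.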
RXFP1 ag: qHTS Assay for Agonists of the Relaxin Receptor RXFP1. Relaxin receptor 1 (Homo sapiens), Q9HBX9. HEK293T-RXFP1 cAMP TR-FRET, 30 min; response scale: percent of porcine relaxin response, buffer zero. Potency, µM (highest dose often 57.5 µM), for the others: at the top dose activation, hits mostly activators. actives 0.3% (n = 370,000). AID 2676, 2010; also: % is scaled to controls: 0 for no effect and ±100 for the full control effect; nearly all actives have a fitted effect of over 60% in size; many of its hits are not listed in these tables
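Agonist response is measured as cAMP accumulation in an RXFP1-transfected HEK293T line under PDE4 inhibition. Values are scaled between buffer-only and 29 nM porcine relaxin, and EC50s come from standard Hill equation fits.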
TrxR1 inh: qHTS Assay for Inhibitors of Mammalian Selenoprotein Thioredoxin Reductase 1 (TrxR1): qHTS. Thioredoxin reductase 1, cytoplasmic (Rattus norvegicus), O89049. recombinant rTrxR1, NADPH fluorescence consumption, selenite substrate. Potency, µM (top dose mostly 114 µM), for inactives: top-dose activity change, negative = inhibition, hits mostly inhibitors. actives 1% (n = 390,000). AID 588453, 2011; also: % is scaled to controls: 0 for no effect and ±100 for the full control effect; nearly all actives have a fitted effect of over 65% in size
Target sequence (O89049 whole entry, looked up): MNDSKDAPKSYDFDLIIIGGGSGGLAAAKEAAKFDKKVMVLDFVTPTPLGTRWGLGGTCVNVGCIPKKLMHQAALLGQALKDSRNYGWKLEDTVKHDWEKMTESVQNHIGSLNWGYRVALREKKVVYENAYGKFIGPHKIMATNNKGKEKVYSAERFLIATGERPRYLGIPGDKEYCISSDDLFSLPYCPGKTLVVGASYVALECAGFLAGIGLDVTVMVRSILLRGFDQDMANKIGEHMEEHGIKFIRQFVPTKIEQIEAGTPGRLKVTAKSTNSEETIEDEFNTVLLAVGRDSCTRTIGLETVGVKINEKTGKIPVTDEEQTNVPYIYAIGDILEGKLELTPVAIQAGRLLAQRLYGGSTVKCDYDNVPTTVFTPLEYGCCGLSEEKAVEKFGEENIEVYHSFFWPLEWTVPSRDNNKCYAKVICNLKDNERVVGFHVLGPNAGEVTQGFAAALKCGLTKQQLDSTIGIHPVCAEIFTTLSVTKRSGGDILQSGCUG
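Rat TrxR1 (90 nM in the dispensed reagent) was pre-reduced with 400 uM NADPH for 5 min at room temperature, then incubated with compound for 15 min. After 400 uM selenite was added, NADPH fluorescence (Ex 340/Em 450 nm) was followed for 8 min.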
12-LOX inh: Primary qHTS assay for inhibitors of human arachidonate 12S-lipoxygenase (ALOX12): Round 2. actives 1.1% (n = 580,000). Potency, µM (doses to about 108 µM), for inactives: top-dose activity change, negative = inhibition, actives largely listed as inhibitors. Polyunsaturated fatty acid lipoxygenase ALOX12 (Homo sapiens), P18054. AID 1671190, 2021. purified 12hLO, xylenol orange hydroperoxide absorbance; also: % is scaled to controls: 0 for no effect and ±100 for the full control effect
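Hydroperoxide product was detected by ferrous iron/xylenol orange as the 573 to 405 nm absorbance ratio. Arachidonic acid at 40 uM (final) was turned over for 30 min at room temperature by 150 nM human 12hLO, pH 7.0 Hepes buffer, after 15 min compound preincubation.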
TrxR1 substrate: qHTS Assay for Substrates of Mammalian Selenoprotein Thioredoxin Reductase 1 (TrxR1): qHTS; Thioredoxin reductase 1, cytoplasmic (Rattus norvegicus), O89049; purified TrxR1 substrate turnover, NADPH consumption readout; AID 588456, 2011; Potency, µM (titrated, usually from 114 µM), without a hit: at the highest dose activity change, negative = substrate turnover; actives 0.01% (n = 390,000); also: % is scaled to controls: 0 for no effect and ±100 for the full control effect; nearly all actives have a fitted effect of over 50% in size
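Rat TrxR1, dispensed at 90 nM, was prereduced with 400 uM NADPH (final) for 5 min at ~22 deg C, then incubated with compound 15 min before 400 uM selenite. A first-read NADPH fluorescence drop versus no-compound background flagged substrates.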
Vif-APOBEC3G blk: qHTS for Inhibitors of Vif-A3G Interactions: qHTS. DNA dC->dU-editing enzyme APOBEC-3G (Homo sapiens), Q9HC16. HeLa A3G-eYFP + Vif (tagged APOBEC3G with the HIV-1 protein that degrades it), YFP fluorescence, overnight. AID 602310, 2012. Potency, µM (titrated, usually from 46.1 µM), inactives show top-dose activity, negative = active, hits mostly inhibitors. actives 0.076% (n = 410,000);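 also: % is scaled to controls: 0 for no effect and ±100 for the full control effect; nearly all actives have a fitted effect of over 60% in size; hits raise eYFP signal because A3G escapes Vif-driven loss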
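Read-out is eYFP fluorescence (Ex 488/Em 500-530) from Vif-expressing HeLa A3G-eYFP cells; more signal means A3G escaped Vif-mediated degradation. Cells plated overnight, compound pinned in, incubated overnight at 37 deg C.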
IDH1 R132H inh: qHTS for Inhibitors of mutant isocitrate dehydrogenase 1 (IDH1): qHTS | Potency, µM (titrated, usually from 76.6 µM), for the others: top-dose activity change, negative = inhibition, actives largely listed as inhibitors | actives 0.093% (n = 390,000) | Isocitrate dehydrogenase [NADP] cytoplasmic (Homo sapiens), O75874 | IDH1-R132H enzyme, NADPH consumption, diaphorase/resazurin fluorescence; also: % is scaled to controls: 0 for no effect and ±100 for the full control effect; nearly all actives have a fitted effect of over 65% in size
Target sequence (O75874 whole entry R132H, stated change not applied): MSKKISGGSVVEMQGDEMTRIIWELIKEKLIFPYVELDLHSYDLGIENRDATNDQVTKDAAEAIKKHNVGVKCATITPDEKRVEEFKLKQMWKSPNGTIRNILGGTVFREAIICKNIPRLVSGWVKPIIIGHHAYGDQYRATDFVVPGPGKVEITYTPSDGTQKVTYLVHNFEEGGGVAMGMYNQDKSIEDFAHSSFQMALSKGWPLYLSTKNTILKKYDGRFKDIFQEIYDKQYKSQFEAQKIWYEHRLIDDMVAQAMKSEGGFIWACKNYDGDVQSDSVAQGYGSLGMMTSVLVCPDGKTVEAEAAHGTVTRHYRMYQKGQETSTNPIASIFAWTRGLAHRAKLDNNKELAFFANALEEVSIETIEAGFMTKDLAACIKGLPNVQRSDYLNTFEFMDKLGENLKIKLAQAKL
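IDH1-R132H (0.5 ug/mL dispensed) in pH 7.5 Tris buffer was preincubated 30 min with compound, then given a substrate mix of 0.016 mM NADPH and 2 mM alpha-KG for 80 min at room temperature; remaining NADPH was read by diaphorase/resazurin fluorescence.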
Vif-A3F inh: qHTS for Inhibitors of Vif-A3F Interactions: qHTS; AID 602313, 2012; actives 0.2% (n = 390,000); Potency, µM (doses to about 46.1 µM), inactives show top-dose activity, negative = active; HeLa A3F-eYFP + Vif (tagged APOBEC3F with the HIV-1 protein that degrades it), YFP fluorescence increase; also: % of control where 0% means no effect; nearly all actives have a fitted effect of over 65% in size
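HeLa cells stably expressing A3F-eYFP plus Vif, plated and incubated overnight at 37 deg C, then exposed to compounds overnight at 37 deg C. Blocked degradation read as raised yellow fluorescence (Ex 488/Em 500-530).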
An asterisk follows results filed as active; [ ] = remark or other dose. Calls follow the shape of the dose curve; as a rule, active = well fitted curve in the direction sought with a large enough effect; inconclusive = small, poorly fitted or top-dose-only effect, or another doubt; inactive = no such curve, though single readings can be large; an effect the other way counts as inactive or inconclusive. Potency is read from the fitted curve at half-maximal effect. Some of the compounds tested; count on the stated rates, not on these rows.

`CN(C)S(=O)(=O)c1cccc(NC(=O)c2cccc(S(=O)(=O)N3CCCCC3)c2)c1` gave RGS4 inhibitor -1.2%, USP1-UAF1 inh -13.8%, RXFP1 ag -0.2%, TrxR1 inh -1.0%, 12-LOX inh -23.6%, TrxR1 substrate -10.0%, Vif-APOBEC3G blk -0.1%, IDH1 R132H inh -8.7% and Vif-A3F inh 7.2%.
`COCc1nc2ccccc2n1Cc1c(F)cccc1Cl` gave RGS4 inhibitor 10.1%, USP1-UAF1 inh -17.2%, RXFP1 ag -0.5%, TrxR1 inh 17.1%[57.1 µM], 12-LOX inh -0.4%, TrxR1 substrate 1.9%[57.1 µM], Vif-APOBEC3G blk 0.1%, IDH1 R132H inh 3.1% and Vif-A3F inh 1.6%.
Screening Cc1[nH]c2ccccc2c1/C=N/NC(=O)Nc1ccccc1 returned RGS4 inhibitor 7.7%[56.9 µM], USP1-UAF1 inh -21.8%, RXFP1 ag -2.4%, TrxR1 inh -4.8%, 12-LOX inh 0.1%, TrxR1 substrate 2.1%, Vif-APOBEC3G blk 0.7%, IDH1 R132H inh -10.7% and Vif-A3F inh 2.2%.
CCn1c(=O)c(C(=O)Nc2ncccc2C)c(O)c2ccccc21 was read as RGS4 inhibitor -18.8%, USP1-UAF1 inh 5.1%, RXFP1 ag 2.2%, TrxR1 inh 17.3%[57.1 µM], 12-LOX inh 1.1%, TrxR1 substrate -2.1%[57.1 µM], Vif-APOBEC3G blk -1.5%, IDH1 R132H inh 8.9% and Vif-A3F inh -1.3%.
For CCc1nc(C)ccc1OCC(=O)N(CC)CC the results were RGS4 inhibitor -22.2%, USP1-UAF1 inh 7.7%, RXFP1 ag 0.5%, TrxR1 inh 11.4%, 12-LOX inh inconclusive, TrxR1 substrate 10.9%, Vif-APOBEC3G blk 1.3%, IDH1 R132H inh 4.5% and Vif-A3F inh -9.1%.
For CNC(=O)COC(=O)c1ccc(Cl)c(S(=O)(=O)N2CCCC2)c1 the results were RGS4 inhibitor 2.4%, USP1-UAF1 inh -6.7%, RXFP1 ag 0.4%, TrxR1 inh -5.7%, 12-LOX inh 3.1%, TrxR1 substrate -11.6%, Vif-APOBEC3G blk -1.4%, IDH1 R132H inh -4.1% and Vif-A3F inh -2.4%.
COc1ccc(NS(=O)(=O)c2cccc(C(=O)NN=Cc3ccc(O)c(OC)c3)c2)cc1 was read as RGS4 inhibitor 13.9%, USP1-UAF1 inh -14.0%, TrxR1 inh 1.3%[57.1 µM], 12-LOX inh -21.0%, TrxR1 substrate 25.4%, Vif-APOBEC3G blk 1.3%, IDH1 R132H inh -0.8% and Vif-A3F inh -18.7%.
N#CCC(=O)N/N=C/c1ccc(OC2CSC2)cc1 was read as RGS4 inhibitor 21.9%, USP1-UAF1 inh -0.3%, RXFP1 ag -0.3%, TrxR1 inh -14.7%, 12-LOX inh -6.2%, TrxR1 substrate -12.1%, Vif-APOBEC3G blk 1.7%, IDH1 R132H inh -0.7% and Vif-A3F inh -0.5%.
Screening COc1ccc(-c2nc(CN3CCC(C(=O)NC4CCCc5ccccc54)CC3)c(C)o2)cc1OC (configuration not stated) returned RGS4 inhibitor -4.0%, USP1-UAF1 inh -11.9%, TrxR1 inh 1.0%, 12-LOX inh 6.1%, TrxR1 substrate 8.5%, Vif-APOBEC3G blk 2.0%, IDH1 R132H inh 4.6% and Vif-A3F inh -14.8%.
Screening Cc1c(NC(=O)C(C)OC(=O)c2cc(Cl)nc(Cl)c2)c(=O)n(-c2ccccc2)n1C (configuration not stated) returned RGS4 inhibitor 13.0%, USP1-UAF1 inh -13.0%, RXFP1 ag 0.6%, TrxR1 inh -5.6%, 12-LOX inh -2.2%, TrxR1 substrate -0.1%, Vif-APOBEC3G blk 2.3%, IDH1 R132H inh 7.9% and Vif-A3F inh -28.1%.
For O=C(CN1C(=O)COc2ccccc21)Nc1ccc2c(c1)OCCO2 the results were RGS4 inhibitor 8.1%, USP1-UAF1 inh -2.1%, RXFP1 ag -0.1%, TrxR1 inh 12.9%, 12-LOX inh -5.4%, TrxR1 substrate 2.2%, Vif-APOBEC3G blk 0.5%, IDH1 R132H inh 1.4% and Vif-A3F inh 1.0%.
For CCOC(=O)c1cccc(NC(=O)CSc2nnc(COc3ccccc3)n2CC)c1 the results were RGS4 inhibitor 22.0%, USP1-UAF1 inh -7.0%, RXFP1 ag -0.1%, TrxR1 inh 5.9%[57.1 µM], 12-LOX inh 2.6%, TrxR1 substrate -1.6%[57.1 µM], Vif-APOBEC3G blk 3.0%, IDH1 R132H inh 2.2% and Vif-A3F inh -9.3%.
c1ccc(CN2CCN(CCN3CCn4c3nc3ccccc34)CC2)cc1 was read as RGS4 inhibitor -13.8%, USP1-UAF1 inh -18.9%, RXFP1 ag 2.6%, TrxR1 inh -9.7%, 12-LOX inh -35.5%, TrxR1 substrate -6.4%, Vif-APOBEC3G blk -2.4%, IDH1 R132H inh -2.7% and Vif-A3F inh 2.0%.
For Cn1cnnc1SCC(=O)c1cccc([N+](=O)[O-])c1 the results were RGS4 inhibitor -8.3%, USP1-UAF1 inh 5.4%, RXFP1 ag 7.6%, TrxR1 inh inconclusive, 12-LOX inh -28.8%, TrxR1 substrate -7.4%, Vif-APOBEC3G blk -0.3%, IDH1 R132H inh 7.5% and Vif-A3F inh -5.7%.
Screening CC1CC(C)CN(CC(O)COCCOc2ccc(Br)cc2)C1 (configuration not stated) returned RGS4 inhibitor -8.0%, USP1-UAF1 inh -22.8%, RXFP1 ag -0.1%, TrxR1 inh -1.0%, 12-LOX inh -18.5%, TrxR1 substrate -4.0%, Vif-APOBEC3G blk 5.8%, IDH1 R132H inh 4.9% and Vif-A3F inh 1.9%.
C[C@@H]1CN([C@@H](C)CO)C(=O)CCCn2nncc2CO[C@@H]1CN(C)C(=O)Nc1ccccc1C(F)(F)F was read as USP1-UAF1 inh -14.3%, 12-LOX inh -1.7%, Vif-APOBEC3G blk 1.3%, IDH1 R132H inh -4.5% and Vif-A3F inh -3.5%.
For COc1ccc(CCNC(=O)Cn2c(=O)c3cccn3c3ccc(F)cc32)cc1OC the results were RGS4 inhibitor -11.1%, USP1-UAF1 inh -4.1%, RXFP1 ag -1.8%, TrxR1 inh 20.3%, 12-LOX inh 0.0%, TrxR1 substrate 6.2%[11.4 µM], Vif-APOBEC3G blk 2.0%, IDH1 R132H inh 16.1% and Vif-A3F inh -20.8%.
`Cc1c(NC(=O)CN2C(=O)c3ccc([N+](=O)[O-])cc3C2=O)c(=O)n(-c2ccccc2)n1C` gave RGS4 inhibitor -11.7%, USP1-UAF1 inh -25.6%, RXFP1 ag -1.4%, TrxR1 inh 30.0%[57.1 µM], 12-LOX inh -8.3%, TrxR1 substrate 14.8%[57.1 µM], Vif-APOBEC3G blk -1.7%, IDH1 R132H inh 2.7% and Vif-A3F inh -15.0%.
For Cc1ccc2nc(N3CCN(c4ccc(F)cc4)CC3)c3nnnn3c2c1 the results were RGS4 inhibitor 1.3%, USP1-UAF1 inh inconclusive, RXFP1 ag -1.0%, TrxR1 inh -20.3%, 12-LOX inh -8.5%, TrxR1 substrate -10.2%, Vif-APOBEC3G blk -5.8%, IDH1 R132H inh 13.5% and Vif-A3F inh -11.2%.
`COC(=O)COc1ccc(S(=O)(=O)Nc2ccc3c(c2)OCCO3)cc1C` gave RGS4 inhibitor -3.2%, USP1-UAF1 inh -16.3%, RXFP1 ag 1.7%, TrxR1 inh 34.4%, 12-LOX inh -6.7%, TrxR1 substrate 2.6%, Vif-APOBEC3G blk -0.4%, IDH1 R132H inh -15.7% and Vif-A3F inh 0.6%.
`CC(C)CC1(C)CNC(=O)NC1` gave RGS4 inhibitor 13.3%, USP1-UAF1 inh -7.1%, TrxR1 inh -4.3%[57.1 µM], 12-LOX inh -17.3%, TrxR1 substrate -4.7%, Vif-APOBEC3G blk 0.7%, IDH1 R132H inh -1.8% and Vif-A3F inh -11.7%.
Screening O=C(Nc1ccc(O)c(-c2nc3ccccc3s2)c1)c1cccs1 returned RGS4 inhibitor 9.7%, USP1-UAF1 inh -19.2%, RXFP1 ag 7.6%, TrxR1 inh -14.3%, 12-LOX inh 9.2%, TrxR1 substrate -9.1%, Vif-APOBEC3G blk 2.8%, IDH1 R132H inh 0.5% and Vif-A3F inh -1.3%.
